Mcl1-Noxa inh = Mcl-1/Noxa interaction inhibition. Q07820. TR-FRET Mcl-1/Noxa peptide binding, 2 h. inhibition, % at 21.7 µM. 1.5% of 220,000 active. AID 1022;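 active = compounds that cut the protein-peptide binding signal by more than 50% relative to plate controls in a single-dose test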;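 note: His-tagged Mcl-1 with rhodamine Noxa BH3 peptide and terbium anti-His antibody; 0% = Mcl-1 plus Noxa peptide wells and 100% = peptide-only wells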
Target sequence (Q07820 whole entry, looked up): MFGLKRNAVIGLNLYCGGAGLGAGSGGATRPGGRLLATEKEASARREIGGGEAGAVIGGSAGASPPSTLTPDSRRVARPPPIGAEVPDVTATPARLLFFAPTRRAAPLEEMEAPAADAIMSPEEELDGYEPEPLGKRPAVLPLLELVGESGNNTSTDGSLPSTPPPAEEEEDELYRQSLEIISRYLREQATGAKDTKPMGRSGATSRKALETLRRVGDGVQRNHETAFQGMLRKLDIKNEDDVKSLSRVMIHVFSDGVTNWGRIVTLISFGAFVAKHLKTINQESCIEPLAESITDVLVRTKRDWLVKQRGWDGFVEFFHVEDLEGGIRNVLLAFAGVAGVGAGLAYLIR
Rab2 wt GTP = changes GTP binding to wildtype dog Rab2A, up or down. P61105. GST-Rab2 wt beads, Bodipy-GTP binding, flow cytometry. GTP binding activity, % at 10 µM. 0.19% of 190,000 active. AID 760;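 active = GTP binding activity at least 20 points away from 100%, either lowered or raised; inconclusive = signal likely due to the compound's own green fluorescence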;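 note: 0% = beads with excess unlabeled GTP and 100% = no-compound control corrected for plate trend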
Pf gametocyte = P. falciparum stage V gametocyte viability inhibition; P. falciparum stage V gametocytes, ATP luminescence, 24 h; inhibition, % at 10.9 µM; 0.065% of 150,000 active; AID 743093;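 active = inhibition above the mean plus 3 SD of compounds within the control limits, set per campaign, cut at about 38% in these data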;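 note: 0% = DMSO wells and 100% = medium only without gametocytes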
Rab7 wt modul = dog Rab7 wildtype GTP binding, inhibitors and activators. GTP binding activity (percent of control), % at 10 µM. AID 758. 0.055% of 190,000 active. GST-Rab7 beads, fluorescent GTP binding, flow cytometry; actives lie on both sides; untreated = 100%, excess cold GTP = 0%;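 active = fluorescent GTP binding to Rab7 beads changed by at least 20 points from the 100% baseline, either direction, mostly lower; inconclusive = compound itself probably fluorescent, or too few beads counted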;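 note: median green fluorescence of bound Bodipy-FL-GTP per Rab7 bead population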
RGS8-Gao = regulators of human RGS8-Galphao interaction; P09471; multiplexed bead flow cytometry, RGS8-Galphao binding; actives lie on both sides; response (percent of control binding), % at 10 µM; 0.34% of 220,000 active; AID 1423; in the data active = response below about 60% or above about 140%; inactive = in between;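 note: Galphao activated as the GDP aluminium fluoride complex binding bead-coupled RGS8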
Target sequence (P09471 whole entry, looked up): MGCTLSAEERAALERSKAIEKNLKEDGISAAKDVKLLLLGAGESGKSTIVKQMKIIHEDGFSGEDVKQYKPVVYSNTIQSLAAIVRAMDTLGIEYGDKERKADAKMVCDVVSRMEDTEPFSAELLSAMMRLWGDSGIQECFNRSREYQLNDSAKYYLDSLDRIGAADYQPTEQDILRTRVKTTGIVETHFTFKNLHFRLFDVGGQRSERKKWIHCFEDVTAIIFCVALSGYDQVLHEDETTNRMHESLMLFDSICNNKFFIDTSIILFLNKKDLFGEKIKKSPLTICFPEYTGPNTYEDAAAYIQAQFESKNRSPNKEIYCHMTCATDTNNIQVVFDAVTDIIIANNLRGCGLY
HRas wt GTP bind = changes GTP binding to wildtype human HRas; P01112; GST-Ras wt beads, Bodipy-FL-GTP binding, flow cytometry; actives lie on both sides; GTP binding activity, % at 10 µM; 0.14% of 190,000 active; AID 759;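 active = GTP binding activity at least 20% away from the 100% baseline, either lowered as inhibitor or raised as activator; inconclusive = flagged as likely green fluorescent, judged across all proteins in the well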;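 note: 0% = unlabeled GTP competition control and 100% = no-compound control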
Target sequence (P01112 whole entry, looked up): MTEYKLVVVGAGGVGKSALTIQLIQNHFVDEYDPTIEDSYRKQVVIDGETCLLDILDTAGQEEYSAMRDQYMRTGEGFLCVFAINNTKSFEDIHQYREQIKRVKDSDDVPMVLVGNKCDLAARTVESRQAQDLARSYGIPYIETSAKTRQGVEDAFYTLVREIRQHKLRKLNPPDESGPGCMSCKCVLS
Cdc42 wt = changes GTP binding to wildtype human Cdc42 | P60953 | GST-Cdc42 beads, Bodipy-GTP binding, flow cytometry; actives lie on both sides | percent activity (GTP binding), % at 10 µM | 0.2% of 190,000 active;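 active = percent activity GTP binding at least 20 points away from the 100% baseline, either down as inhibitor or up as activator; inconclusive = compound flagged as likely green fluorescent from well-wide comparison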;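 note: median bead fluorescence of bound Bodipy-FL-GTP at 100 nM; 0% = excess unlabeled GTP control and 100% = no compound control; below 100% means less GTP binding so inhibitor and above means activator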
Target sequence (P60953 whole entry, looked up): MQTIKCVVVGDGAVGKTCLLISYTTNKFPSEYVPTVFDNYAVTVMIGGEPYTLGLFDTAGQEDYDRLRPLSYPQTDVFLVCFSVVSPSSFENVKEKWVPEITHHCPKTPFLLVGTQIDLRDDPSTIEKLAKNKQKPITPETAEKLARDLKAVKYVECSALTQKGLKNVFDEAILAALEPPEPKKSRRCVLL
Rac1 wt modul = alters GTP binding to wildtype human Rac1 | GST-Rac1 beads, fluorescent GTP binding, flow cytometry; actives lie on both sides; 0 = cold GTP competed, 100 = untreated | GTP binding activity (% of control), % at 10 µM | 0.27% of 190,000 active;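 active = GTP binding activity at least 20 points away from the 100% control level, either lower or higher; inconclusive = compound flagged as likely green fluorescent, judged across all proteins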
Bim-Mcl-1 = inhibitors of Bim-Mcl-1 interaction, human; inhibition, % at 10 µM; Bead-based flow cytometry, Bim peptide-Mcl-1 binding; Q07820; AID 1009; 0.1% of 190,000 active; in the data active = inhibition above about 40%;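 note: 0% = no compound tracer wells and 100% = peptide blocker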
Mcl1-Bid inh = disrupts binding of human Mcl-1 to Bid peptide | Q07820 | TR-FRET Mcl-1/Bid-Dy647 peptide binding, 1536-well | inhibition, % at 21.7 µM | 0.97% of 220,000 active;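 active = compounds that cut the binding signal by more than half at the single screening dose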;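 note: His-tagged Mcl-1 with europium anti-His antibody binding Bid BH3 peptide; 0% = Mcl-1 plus peptide wells and 100% = peptide-only wells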
Rac1 mut GTP = alters GTP binding to activated mutant human Rac1; P63000; GST-Rac1 activated beads, fluorescent GTP binding, flow cytometry; actives lie on both sides; 100% means binding = to untreated wells; percent activity (GTP binding), % at 10 µM; 0.11% of 190,000 active; AID 764;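 active = GTP binding at least 20 percentage points away from the 100% baseline, in either direction, so actives lie on both sides; inconclusive = Compound likely fluorescent itself, or too few beads counted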
* = called active by the depositor; ? = inconclusive; / = not tested or not shown.

Under each structure: Mcl1-Noxa inh | Rab2 wt GTP | Pf gametocyte | Rab7 wt modul | RGS8-Gao | HRas wt GTP bind | Cdc42 wt | Rac1 wt modul | Bim-Mcl-1 | Mcl1-Bid inh | Rac1 mut GTP
CCOc1ccc(Nc2oc(Cc3ccccc3)nc2C#N)cc1
 : 4 | 97 | / | 97 | 101 | 101 | 102 | 111 | -2 | -42 | 98
CCOC(=O)c1ccc(NC(=O)CC2S/C(=N/N=C3/NC(=O)CS3)NC2=O)cc1 (stereo not given)
 : -48 | 93 | 6 | 101 | 88 | 95 | 93 | 94 | 0 | 0 | 90
Cc1ccc(-c2n[nH]c(=S)n2/N=C/C=C/c2ccccc2[N+](=O)[O-])cc1
 : 41 | 101 | / | 98 | 99 | 101 | 102 | 107 | 0 | -123 | 99
COc1cccc(NC(=S)N(CCc2c(C)[nH]c3ccc(C)cc23)Cc2cccs2)c1
 : 8 | 97 | / | 97 | / | 99 | 99 | 102 | -2 | -11 | 99
Cc1ccc(Sc2ncccc2C(=O)O)cc1C
 : 6 | 113 | -11 | 103 | 103 | 110 | 113 | 118 | -5 | -4 | 111
COc1ccc(NC(=O)CN2CCN(CC(=O)Nc3ccccc3F)CC2)c(OC)c1
 : -8 | 103 | 17 | 98 | 101 | 101 | 103 | 107 | 0 | -30 | 102
Brc1ccc(C=Nc2ccc3c(c2)OCCOCCOCCO3)s1
 : 4 | 100 | 7 | 104 | 66 | 101 | 100 | 106 | -2 | 7 | 98
C=CCNC(=O)CCCCC(=O)NCC=C
 : 10 | 100 | 13 | 98 | 98 | 100 | 104 | 100 | -1 | -30 | 92
CCN(CC)CCN(CC)Cc1ccccc1Br
 : 24 | 102 | / | 101 | 103 | 101 | 102 | 105 | -2 | 11 | 102
Cc1ccccc1NC(=O)c1ccc(NC(=O)c2ccco2)cc1
 : -1 | 101 | / | 102 | 102 | 101 | 101 | 102 | -3 | 1 | 99
CCOC(=O)NN1C(=O)c2ccccc2NC1c1ccc(OC)cc1 (stereo not given)
 : 3 | 101 | -22 | 99 | 117 | 100 | 103 | 106 | 0 | -30 | 101
COc1cc(/C=N/O)ccc1Oc1ccc([N+](=O)[O-])cc1[N+](=O)[O-]
 : 7 | 96 | 27 | 105 | 73 | 96 | 95 | 96 | -2 | -5 | 94
CC1=C(C(=O)N2CCOCC2)C(c2cccs2)NC(=O)N1 (stereo not given)
 : -25 | 95 | -1 | 98 | 97 | 96 | 94 | 101 | -5 | -18 | 99
N#C/C(=C\c1ccc(N2CCOCC2)o1)c1nc2ccccc2[nH]1
 : -33 | 94 | -6 | 97 | 96 | 98 | 96 | 101 | -1 | -87 | 98
CC(C)(C)C1CCC(C(=O)Nc2ccccc2)CC1 (stereo not given)
 : 9 | 94 | 21 | 94 | 101 | 95 | 93 | 92 | -2 | 0 | 92
O=C(N/N=C/c1cccc([N+](=O)[O-])c1)c1cccs1
 : 16 | 99 | -8 | 99 | 101 | 97 | 99 | 100 | 71* | 7 | 96
N#Cc1ccc(N/N=C/c2cn(-c3ccccc3)nc2-c2ccccc2)c([N+](=O)[O-])c1
 : 5 | 100 | / | 100 | 101 | 98 | 101 | 101 | 3 | -2 | 100
Fc1ccc(-c2csc(-c3ccncc3)n2)cc1
 : 8 | 97 | 6 | 95 | 74 | 96 | 94 | 93 | -4 | -19 | 92
Cc1cc(/C=N/NC(=O)CC2(C)OCCO2)c(C)n1-c1ccc(Cl)c(Cl)c1
 : 5 | 103 | 2 | 102 | 104 | 102 | 100 | 106 | 0 | -23 | 99
CC(/C=C/c1ccco1)=N/NC(=O)c1ccccc1Cl
 : 7 | 99 | / | 100 | 100 | 99 | 98 | 96 | -1 | -24 | 96
O=C(NNc1ccccc1[N+](=O)[O-])Nc1ccc(F)cc1
 : -4 | 98 | -7 | 101 | 103 | 100 | 101 | 105 | -22 | -50 | 99
CC(=O)Nc1c(O)c2ccccc2[nH]c1=O
 : 0 | 99 | 11 | 104 | 102 | 99 | 98 | 101 | -1 | -15 | 98
CC(C)c1ccccc1NC(=O)COc1ccc2c(=O)c(Oc3ccc4ccccc4c3)coc2c1
 : -3 | 96 | / | 101 | 93 | 98 | 101 | 103 | -2 | -3 | 97
O=C(NCc1cccs1)C1CCCN(S(=O)(=O)c2ccc(Br)s2)C1 (stereo not given)
 : 0 | 98 | -1 | 95 | 96 | 96 | 97 | 99 | 0 | 8 | 96
COc1c(F)c(F)c(C(=O)O)c(Nc2ccccc2C)c1F
 : 25 | 97 | 12 | 96 | 99 | 98 | 100 | 101 | 1 | 16 | 97
Fc1ccc(N=C2NN=C(c3cc(F)ccc3F)CS2)cc1
 : -78 | 98 | -6 | 100 | 97 | 99 | 104 | 102 | -4 | -67 | 97
Cc1nc(N/N=C/c2ccccc2)nc(N(C)c2ccccc2)c1[N+](=O)[O-]
 : 0 | ? | / | ? | 99 | ? | ? | ? | 0 | 4 | ?
Cc1cc(NC(=O)COC(=O)COc2cccc3c2OC(C)(C)C3)no1
 : -4 | 95 | / | 94 | 99 | 96 | 97 | 98 | 0 | -28 | 93
CC(c1cccs1)N(Cc1ccco1)C(=S)Nc1ccc(F)c(Cl)c1 (stereo not given)
 : 19 | 104 | -20 | 104 | 100 | 99 | 103 | 103 | 0 | -19 | 95
CC(=O)c1cccc(S(=O)(=O)N(CCCO)Cc2cc3ccc(C)cc3[nH]c2=O)c1
 : 6 | 101 | -6 | 97 | 100 | 101 | 103 | 103 | -6 | -6 | 99
O=C1CCC/C(=N/NC(=O)c2ccc(CN3c4cccc5cccc(c45)S3(=O)=O)cc2)C1
 : 25 | 94 | -13 | 97 | 86 | 97 | 95 | 99 | 0 | -35 | 96
Cc1ccccc1N(C(=O)Cn1nnc2ccccc21)C(C(=O)NCc1ccco1)c1ccncc1 (stereo not given)
 : 18 | 101 | -24 | 103 | 108 | 103 | 103 | 107 | -2 | -47 | 100
Cc1nnn(C23CC4CC(CC(CC(=O)Nc5ccc(C)c(Cl)c5)(C4)C2)C3)n1
 : -2 | 100 | / | 103 | 106 | 102 | 97 | 104 | -2 | 1 | 100
COC(=O)c1ccccc1NC(=O)C12CC3CC(C1)CC(n1cnc(Cl)n1)(C3)C2
 : -2 | 99 | / | 96 | 106 | 98 | 100 | 106 | -11 | -6 | 99
Cc1ccc(/C=N/NC(=O)c2ccccn2)o1
 : 7 | 100 | 8 | 102 | 100 | 101 | 103 | 104 | 0 | -28 | 99
CSc1nc(Sc2ccc(Cl)cc2)c2ccccc2n1
 : 4 | 102 | / | 101 | 100 | 102 | 103 | 101 | 0 | 3 | 99
Cc1ccc(C(=O)O)cc1NC(=O)C1CCCN1S(=O)(=O)c1cccc2nsnc12 (stereo not given)
 : -5 | 101 | / | 101 | 101 | 99 | 102 | 100 | 0 | -8 | 98
CCC1(C(=O)c2ccccc2)C(c2ccc([N+](=O)[O-])cc2)C1(C(=O)OC)C(=O)OC (stereo not given)
 : 1 | 99 | -12 | 101 | 120 | 100 | 97 | 100 | -3 | -7 | 100
Cc1cccc(/C=C2/S/C(=N/N=C3\CC4CCC3(C)C4(C)C)NC2=O)c1 (stereo not given)
 : -3 | 102 | / | 95 | 103 | 101 | 102 | 102 | 0 | -31 | 98
O=C(NCC1CCCO1)c1ccccc1-c1nc(-c2ccc(Cl)cc2)no1 (stereo not given)
 : -2 | 101 | / | 98 | 106 | 98 | 99 | 101 | -4 | 2 | 100

Bim-Mcl-1, hit marks shown above.
structure	Mcl1-Noxa inh	Rab2 wt GTP	Rab7 wt modul	RGS8-Gao	HRas wt GTP bind	Cdc42 wt	Rac1 wt modul	Bim-Mcl-1	Mcl1-Bid inh	Rac1 mut GTP
O=C(N/N=C/c1cccc([N+](=O)[O-])c1)c1cccs1	16	99	99	101	97	99	100	71*	7	96

Next compounds:
Under each structure: Mcl1-Noxa inh | Rab2 wt GTP | Pf gametocyte | Rab7 wt modul | RGS8-Gao | HRas wt GTP bind | Cdc42 wt | Rac1 wt modul | Bim-Mcl-1 | Mcl1-Bid inh | Rac1 mut GTP
Fc1ccc(NC(=S)Nc2ccc(Br)cc2)cc1
 : 1 | 101 | 3 | 102 | 104 | 101 | 100 | 102 | -6 | -15 | 100
O=C(C1CCCN1C(=O)c1cccs1)N1CCN(Cc2ccc3c(c2)OCO3)CC1 (stereo not given)
 : 8 | 94 | / | 95 | 104 | 100 | 104 | 106 | -1 | -29 | 97
O=C(c1ccccn1)C1CCCN(Cc2cn[nH]c2-c2cc3ccccc3o2)C1 (stereo not given)
 : 1 | 97 | 18 | 100 | 93 | 97 | 98 | 98 | 0 | -42 | 96
O=C(O)c1ccccc1SC1CC(=O)N(C2CCCCC2)C1=O (stereo not given)
 : 3 | 101 | / | 102 | 102 | 100 | 98 | 103 | 0 | -16 | 99
COCc1ccc(CN2CCC(CO)(CC3CCCCO3)CC2)o1 (stereo not given)
 : 4 | 97 | -2 | 97 | 104 | 96 | 101 | 97 | 2 | -24 | 98
CCOC(=O)c1c(C)oc2c1c(C=NCCO)c(O)c1ccccc12
 : 10 | 93 | / | 97 | 103 | 94 | 92 | 95 | 0 | -65 | 92
COc1ccc(C/C(N)=N/OC(=O)c2ccco2)cc1OC
 : 65* | 101 | -8 | 107 | 100 | 101 | 101 | 101 | 4 | -13 | 100
Cc1ccc2c(Cl)cc(Cl)c(OCC(=O)O)c2n1
 : 3 | 97 | -30 | 94 | 98 | 95 | 94 | 97 | 0 | -17 | 93
COc1ccc(/C=N/Nc2nc(N3CCCCC3)nc(N3CCCCC3)n2)cc1[N+](=O)[O-]
 : -5 | 99 | -8 | 100 | 105 | 99 | 97 | 106 | -1 | -36 | 102
O=C(NCc1ccco1)C(c1ccc(F)cc1)N(CC1CCCO1)C(=O)Cn1nnc2ccccc21 (stereo not given)
 : 13 | 96 | -3 | 94 | 101 | 98 | 98 | 96 | 0 | 27 | 94
CCOC(=O)C1CCN(C(=O)CC2C(=O)N(Cc3ccccc3)C(C)c3nc4ccccc4n32)CC1 (stereo not given)
 : -9 | 103 | -18 | 98 | 102 | 102 | 101 | 105 | -2 | 0 | 100
CN(C)S(=O)(=O)c1cccc(NC(=O)COC(=O)c2ccc3c(c2)OCO3)c1
 : 18 | 98 | 14 | 103 | 99 | 101 | 101 | 101 | -5 | -21 | 100
COc1ccc(CN(CC2CCC(C(=O)O)CC2)C(=S)Nc2cc(C)cc(C)c2)cc1 (stereo not given)
 : 15 | 97 | -13 | 98 | 92 | 99 | 101 | 103 | -1 | -31 | 95
O=C(C1=C[C@@H](c2coc3ccccc3c2=O)C[C@@H](OCc2ccc(CO)cc2)O1)N1CCN(Cc2ccccc2)CC1
 : -1 | 96 | / | 102 | 103 | 97 | 97 | 98 | -1 | 7 | 95

Bioassay records: PubChem, several laboratories
